ERp5 block: inhibitors of ERp5-driven insulin aggregation, primary screen, biochemical, turbidity, absorbance 650 nm, single point; Protein disulfide-isomerase A6 (Homo sapiens), Q15084; 90 min; 0.05% of 350,000 active; inhibition, % at 9.99 µM;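 active means mean replicate inhibition above about 25%, with every replicate also reaching it, limit read from the data, passing the limit was not always enough; inconclusive means only one of those two criteria met; inactive means neither criterion met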
Target sequence (Q15084 whole entry, looked up): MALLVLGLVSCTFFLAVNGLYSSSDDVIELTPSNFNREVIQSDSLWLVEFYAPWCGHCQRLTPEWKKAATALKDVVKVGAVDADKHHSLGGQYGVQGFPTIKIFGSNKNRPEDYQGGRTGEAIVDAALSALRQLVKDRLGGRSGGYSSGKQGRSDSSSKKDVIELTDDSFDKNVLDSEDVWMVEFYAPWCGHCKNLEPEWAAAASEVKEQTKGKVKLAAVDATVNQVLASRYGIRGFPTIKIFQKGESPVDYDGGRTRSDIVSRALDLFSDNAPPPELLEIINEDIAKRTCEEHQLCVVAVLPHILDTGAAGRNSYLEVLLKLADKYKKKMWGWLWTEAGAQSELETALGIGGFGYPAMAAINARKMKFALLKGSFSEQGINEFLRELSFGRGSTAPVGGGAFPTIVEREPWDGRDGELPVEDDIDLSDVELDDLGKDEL
DENV2 CPE rescue: inhibitors of DENV2 cytopathic effect, primary screen, cell-based, plate reader, single concentration; AID 651640, 2012; CPE inhibition, % at 9.99 µM; DENV2-infected cells, cytopathic effect rescue; 1.7% of 350,000 active; in the data active means CPE inhibition above about 20%, passing the limit was not always enough; inconclusive means no clear call, values can overlap the other calls; tested in BHK-21 cells;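 further: 0% = median of neutral control wells and 100% = median of positive control wells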
CASP6 VEID inh: human caspase-6 inhibitors, primary screen, biochemical, VEID-R110 fluorescence, single point, set 2. 0.53% of 350,000 active. P55212. purified caspase-6, Z-VEID-R110 cleavage fluorescence. inhibition, % at 12.5 µM;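 active means mean inhibition across replicates at least about 35%, with every replicate also reaching that limit, limit read from the data; inconclusive means only one of the two criteria met; inactive means neither criterion met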;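 further: 0% = median of neutral control wells and 100% = no fluorescence left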
Target sequence (P55212 24-179 limits assumed): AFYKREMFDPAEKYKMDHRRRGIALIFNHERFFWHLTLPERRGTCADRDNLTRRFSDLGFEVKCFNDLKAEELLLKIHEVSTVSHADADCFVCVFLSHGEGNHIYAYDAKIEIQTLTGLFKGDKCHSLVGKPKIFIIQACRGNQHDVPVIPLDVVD
Target sequence (P55212 194-293 limits assumed): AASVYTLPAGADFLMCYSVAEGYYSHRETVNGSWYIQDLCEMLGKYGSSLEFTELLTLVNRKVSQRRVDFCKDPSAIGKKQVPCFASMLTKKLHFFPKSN
ERAP1 HTS inh: human ERAP1 aminopeptidase inhibitors, primary screen, biochemical, single point, plate reader. Endoplasmic reticulum aminopeptidase 1 (Homo sapiens), Q9NZ08. recombinant ERAP1, Leu-AMC fluorescence, 60 min. inhibition, % at 10.7 µM. 0.15% of 340,000 active;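 active means mean replicate inhibition of at least 30%, or all replicates individually reaching that 30% level; inactive means mean below 30% and not every replicate reaching it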;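 further: 0% = neutral control wells and 100% = L-leucinethiol positive control wells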
miR122 inh: miR-122 Renilla sensor signal increase in Huh7, primary screen, miR-122 inhibitor project, cell-based, single point, plate reader | Huh7 miR-122 Renilla luciferase sensor, 48 h; neutral wells = 0, positive control = 100 | activation (reporter increase), % at 12.5 µM | 0.3% of 340,000 active;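 active means mean replicate activation score at least 90 and every replicate individually at or above 90; inconclusive means only one of the two criteria met; inactive means neither criterion met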;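 further: higher luciferase means less miR-122 activity so hits act as miR-122 inhibitors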
CFTR F508del cor: F508del CFTR correction, initial screen, CFBE line, single point; CFBE cells, YFP halide quenching; stimulated with forskolin plus potentiator P3; % fluorescence drop versus neutral controls; activity (quench increase), % at 7.58 µM; 0.36% of 350,000 active; AID 720511, 2013;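 active means mean added fluorescence quench of at least 8% versus neutral control, with both replicates also reaching 8%; inconclusive means only one of the mean or replicate conditions met; inactive means mean below 8% and not both replicates reaching 8%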;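 further: cells transiently co-express mutant CFTR-F508del with the halide-sensitive YFP; corrector assay measuring rescue of mutant channel to the surface after 24 h compound exposure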
SIRT5 block: SIRT5 desuccinylase inhibitors, primary screen, biochemical, fluorescence imaging, single point, set 5; NAD-dependent protein deacylase sirtuin-5, mitochondrial (Homo sapiens), Q9NXA8; Purified SirT5, succinyl-peptide AMC, trypsin-coupled fluorescence; inhibition, % at 15 µM; 1.1% of 330,000 active; AID 652115, 2013; in the data active means inhibition above about 15%; inconclusive means no clear call, values can overlap the other calls
Target sequence (Q9NXA8 whole entry, looked up): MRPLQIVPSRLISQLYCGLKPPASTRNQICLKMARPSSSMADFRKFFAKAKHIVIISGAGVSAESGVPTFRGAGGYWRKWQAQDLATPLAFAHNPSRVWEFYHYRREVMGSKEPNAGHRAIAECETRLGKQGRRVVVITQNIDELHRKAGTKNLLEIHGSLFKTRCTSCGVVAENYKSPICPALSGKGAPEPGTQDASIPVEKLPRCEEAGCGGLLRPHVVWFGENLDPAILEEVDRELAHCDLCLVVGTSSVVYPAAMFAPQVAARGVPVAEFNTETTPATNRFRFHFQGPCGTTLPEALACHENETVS
* hit, by the source's call; ? = inconclusive; nt = not tested or not shown; [ ] = another dose, or the depositor's remark.

SMILES	ERp5 block	DENV2 CPE rescue	CASP6 VEID inh	ERAP1 HTS inh	miR122 inh	CFTR F508del cor	SIRT5 block
COCCC1CCCCN1C(=O)c1ccc(OC)c(OC2CCN(C(C)=O)CC2)c1 (stereo not given)	-10	15	-1	-1	nt	2.1	-1
COc1cccc(-c2ccc3c(c2)O[C@@H](CN(C)C)[C@@H](C)CN([C@H](C)CO)S3(=O)=O)c1	-2	-6	-6	3	-1[16.7 µM]	-0.5	-3
CCCNC(=O)N(C)C[C@H]1Oc2ncc(C#CC3(O)CCCC3)cc2C(=O)N([C@@H](C)CO)C[C@@H]1C	-1	1	nt	nt	-14[16.7 µM]	-0.2	-1
Cn1nc(-c2ccccc2)cc1NS(=O)(=O)c1ccccc1	5	-5	0	1	nt	0.7	-2
Cc1nn(-c2ccccc2)c(NC(=O)C(C)C)c(-c2ccccc2)c1=O	2	9	-2	nt	-7	-2.1	-2
CC1(C)Oc2ccc3ccc(=O)oc3c2/C(=N/O)C1=O	-1	8	16	-1	-5	0.7	-3
CCOc1ccccc1CN1CCNC(=O)C1CC(=O)NCCN1CCOC1=O (stereo not given)	1	-4	4	1	2	0.0	-4
O=C1CSC(=S)N1c1cccc(Br)c1	1	3	6	1	nt	-2.7	-3
COc1ccc(C(=O)C[C@@H]2OC3CCCCC3N2S(=O)(=O)c2ccc(C)cc2)cc1OC (stereo not given in full)	3	-6	-1	-7	nt	3.2	-2
Cc1noc(C)c1NC(=O)Nc1cccc2c1O[C@H](CN(C)Cc1ccc(Oc3ccccc3)cc1)[C@H](C)CN([C@@H](C)CO)C2=O	9	2	-2	-1	-6[16.7 µM]	1.3	3
COC(=O)N[C@H](CC(C)=O)c1cccc(C(F)(F)F)c1	2	nt	0	0	1	0.1	-1
CCCN(C)C[C@H]1OCCCC[C@@H](C)Oc2ccc(NC(=O)NC(C)C)cc2C(=O)N([C@@H](C)CO)C[C@H]1C	4	2	0	1	-7[16.7 µM]	-0.4	2
COc1ccc(-c2nn(-c3ccccc3)cc2C(=O)NC(=S)N2CCOCC2)cc1OC	3	-7	2	2	4	0.7	-2
Cc1ccc(S(=O)(=O)NCCN2CCNC2=O)cc1	-1	-1	3	nt	nt	0.4	-4
O=C(C[C@H]1C[C@@H]2c3cc(NC(=O)c4cccnc4)ccc3O[C@@H]2[C@@H](CO)O1)NC1CCCCC1	-6	1	1	0	-2[16.7 µM]	0.2	-2
O=C(C1CCCC1)N1CCCCN2[C@H](C1)[C@H](c1ccc(-c3ccncc3)cc1)[C@@H]2CO	3	4	-1	-3	-23[16.7 µM]	-5.3	-2
CCN(C(=O)CSc1ccc2ccccc2n1)C1CCCCC1	-4	-2	-1	2	-9	-0.5	nt
CN(CC(=O)Nc1ccccc1Cl)C(=O)COC(=O)c1nc(Cl)ccc1Cl	10	7	1	-3	nt	0.8	0
O=[N+]([O-])c1cccnc1-n1cnc2ccccc21	2	-6	-1	5	nt	nt	-1
O=C(NC(C(=O)N/N=C/c1cccnc1)c1n[nH]c(=O)c2ccccc12)c1ccccc1 (stereo not given)	6	-4	0	3	-3	4.0	0

One compound at a time, as listed above. Values in the order: ERp5 block, DENV2 CPE rescue, CASP6 VEID inh, ERAP1 HTS inh, miR122 inh, CFTR F508del cor, SIRT5 block
Shown for CCCNC(=O)N(C)C[C@H]1Oc2ncc(C#CC3(O)CCCC3)cc2C(=O)N([C@@H](C)CO)C[C@@H]1C → -1, 1, nt, nt, -14[16.7 µM], -0.2, -1
Shown for O=C(C[C@H]1C[C@@H]2c3cc(NC(=O)c4cccnc4)ccc3O[C@@H]2[C@@H](CO)O1)NC1CCCCC1 → -6, 1, 1, 0, -2[16.7 µM], 0.2, -2
Shown for O=C(NC(C(=O)N/N=C/c1cccnc1)c1n[nH]c(=O)c2ccccc12)c1ccccc1 (stereo not given) → 6, -4, 0, 3, -3, 4.0, 0

(cont.)
SMILES	ERp5 block	DENV2 CPE rescue	CASP6 VEID inh	ERAP1 HTS inh	miR122 inh	CFTR F508del cor	SIRT5 block
C=CCOc1ccccc1/C=N/NC(=O)Cc1ccccc1	-3	?	1	-1	-5	-2.2	1
N#Cc1ccc(COC(=O)c2cc(=O)c3ccccc3o2)cc1	-5	-4	2	4	nt	-1.5	-3
Cc1ccc(NC(NC(=O)c2cccnc2)C(Cl)(Cl)Cl)cc1 (stereo not given)	1	19	-3	-5	-5	-0.1	2
CCOC(=O)c1ccc(N=C2SC(C(=O)NC)CC(=O)N2Cc2ccc(F)cc2)cc1 (stereo not given)	-9	-8	0	-8	-2	3.3	-2
CC(=O)NC(C)(c1ccccc1)c1nc(-c2cccc(C(F)(F)F)c2)cs1 (stereo not given)	5	3	2	-1	1	-0.6	-5
O=C(C[C@@H]1CC[C@@H]2[C@H](COC[C@@H](O)CN2C(=O)c2ccc(F)cc2)O1)NCCCN1CCOCC1	-3	-3	0	0	5[16.7 µM]	0.0	-1
Cc1cc(NC(=O)CSCC(=O)OCC(=O)Nc2cc(C)c(C)cc2[N+](=O)[O-])no1	5	-2	25	-2	-1	-1.1	-4
C[C@@H]1CN([C@@H](C)CO)C(=O)Cc2cc(NS(=O)(=O)c3cccs3)ccc2O[C@H]1CN(C)S(=O)(=O)c1ccc(F)cc1	19	-2	-3	3	4[16.7 µM]	-3.4	0
CCN1CCN(C(=O)c2ccc(C)c(S(=O)(=O)Nc3cccc(C)c3)c2)CC1	5	5	-1	1	nt	1.8	-2
C[C@@H]1CN([C@H](C)CO)C(=O)c2cc(C3=CCCC3)cnc2O[C@H]1CN(C)S(=O)(=O)c1cn(C)cn1	2	-1	2	-1	-14[16.7 µM]	-2.2	-3
CN(C)CC(=O)N1[C@@H]2c3ccc(C4=CCCC4)c(=O)n3C[C@H]1[C@H](CO)[C@H]2C(=O)NCC1CCCCC1	3	0	-3	1	4[16.7 µM]	-0.7	-11
Cc1c(C)c2c(OCC(=O)NCc3ccco3)cc3c(c2oc1=O)CCC(C)(C)O3	-7	-2	2	nt	5	4.5	nt
CN(C)c1nc(N(C)C)c2cnn(C)c2n1	-9	4	-3	1	0	1.0	-2
CC(C)[C@@H](C(=O)NCc1ccco1)N1C(=O)N2CCc3c([nH]c4ccccc34)[C@@]2(C)C1=O	-2	-13	3	nt	5	0.7	nt
CSc1ncnc2c1ncn2CCCNCc1cccs1	-5	?	3	1	-1	2.0	4
Cc1cc(C(=O)CN2C(=O)NC3(CCCCCC3)C2=O)c(C)n1C	-5	-3	6	2	8	3.1	-6
O=C(c1cc(-c2ccco2)nc2ccccc12)N(Cc1nnc(-c2ccc(Cl)cc2)o1)C1CC1	1	-1	1	-2	0	2.5	2
CCOc1ccc(CCNC(=O)c2ccc3c(=O)[nH]c4c(C(=O)NC(C)C)sc(=S)n4c3c2)cc1	4	0	5	-2	-2	2.0	-2
O=C1NC[C@H](CCCCN2C[C@H](Cc3ccc(O)cc3)N(CCC3CCCCC3)C(=O)C2=O)N(CCc2ccccc2)C1=O	8	7	9	-2	nt	-0.5	1
COC(=O)c1ccc2c(c1C(=O)OC)CN(S(=O)(=O)C(C)(C)C)[C@@H]2CCO	-4	6	3	nt	2	2.0	-3
COc1ccccc1C(=O)NC(=O)COC(=O)CNC(=O)c1ccccc1F	-5	7	-1	2	-6	3.7	-3
Cc1c(C(=O)OCC(=O)N2CCN(c3ccccc3)CC2)oc2ccccc12	-2	-5	-2	4	-1	-2.8	nt
C[C@H]1CCCCO[C@H](CN(C)S(=O)(=O)c2ccccc2)[C@@H](C)CN([C@@H](C)CO)C(=O)c2cc(NC(=O)CCCN(C)C)ccc2O1	1	41*	-2	-1	12[16.7 µM]	-2.8	4
Cc1noc(C)c1NC(=O)Nc1ccc2c(c1)C(=O)N([C@H](C)CO)C[C@H](C)[C@H](CN(C)S(C)(=O)=O)OCCCC[C@@H](C)O2	-3	4	1	-1	8[16.7 µM]	-2.6	-2
Cc1nnc(SCC(=O)NCc2ccc3c(c2)OCO3)n1C	-3	2	-3	2	-2	-5.5	-7
CSc1nnc(-c2cccn(Cc3cccc(Cl)c3)c2=O)o1	-4	-7	0	9	nt	0.1	-23
Cc1ccc(C)c(S(=O)(=O)Nc2ccc(C(=O)N3CCOCC3)cc2)c1	-7	18	-1	-5	?	nt	-2
NC(=O)C1CCN(CCS(=O)(=O)c2ccc(Cl)cc2)CC1	0	3	-1	-1	nt	0.6	-1
COc1ccc(C)cc1-n1nnnc1SC(C)C(=O)NC1CCCC1 (stereo not given)	1	-4	5	0	3	1.2	2
Cc1nn(-c2cccc(Cl)c2)c2nc(C(F)(F)F)[nH]c(=O)c12	5	-1	-2	7	nt	nt	-5
CN(CC(=O)Nc1ccccc1C(F)(F)F)C(=O)c1ccccc1Sc1ccccc1C#N	-6	-3	2	1	6	5.5	3
NC(=O)[C@@H]1CCCCNc2c(F)cc([N+](=O)[O-])cc2C(=O)N[C@@H](CCCN=C(N)N)C(=O)NCC(=O)N1	0	nt	-87	17	-6	-2.3	nt
Cc1sc2ncn(CC(=O)NCCN3CCOCC3)c(=O)c2c1S(=O)(=O)N1CCC(C)CC1	0	9	1	5	1	-3.6	-2
COc1ccc(C(=O)NCc2ccc(C(=O)O)o2)cc1	2	-5	-2	-2	nt	-0.4	-2
COc1ccccc1CNC(=O)C1Cc2cc(S(=O)(=O)N3CCCCC3)ccc2N1C(C)=O (stereo not given)	-3	-3	-2	7	-1	-3.0	-4
COc1cccc(N2C(=O)C3C(C2=O)C3(c2ccccc2)c2ccccc2)c1 (stereo not given)	0	-3	-5	2	7	1.3	-4
CS(=O)(=O)Nc1ccc2c(c1)[C@@H]1C[C@H](CC(=O)NCc3cccnc3)O[C@H](CO)[C@@H]1O2	-2	-1	0	2	-5[16.7 µM]	0.5	-2
COc1cccc(/C=N/NC(=O)CCn2nnc3ccccc32)c1	1	-14	-1	-2	6	0.0	-1
CC(C)OC(=O)CSc1nnc(C2CCCCC2)n1N	0	1	-1	-1	-2	0.8	1
COc1cc(Cl)ccc1OCc1cc(C(=O)N(C)Cc2cn(C)nc2C)no1	1	-6	1	2	-9	1.0	-2
CC(C)CN(c1ccccc1)S(=O)(=O)c1nnc(NC(=O)C(C)C)s1	-1	19	-2	1	2	2.3	-9
Cc1c(C(=O)NC2CCCc3ccccc32)cccc1[N+](=O)[O-] (stereo not given)	2	0	0	3	21	-0.1	0
O=C(CSc1nnc(-c2ccccc2)c(-c2ccccc2)n1)NC1CCS(=O)(=O)C1 (stereo not given)	-5	9	1	6	nt	-0.5	3
COc1ccc(S(=O)(=O)Nc2cccc3c2O[C@H](CN(C)S(=O)(=O)c2ccc(Cl)cc2)[C@H](C)CN([C@H](C)CO)C3=O)cc1	4	13	-3	1	-4	-1.3	-5
CCOC(=O)c1c(C)cc(C)[nH]c1=O	9	2	2	8	nt	0.8	-3
N#C[C@@H]1[C@@H](c2ccccc2C2=CCCCC2)[C@H](CO)N1C(=O)CN1CCOCC1	1	6	2	0	nt	0.4	1
Cc1cccc(C)c1NC(=O)C(c1ccncc1)N1CCN(CCN(C)C)CC1 (stereo not given)	2	-1	-14	nt	nt	-0.9	-4
CCOC(=O)CNC(=O)OC1CCN2Cc3ccccc3N=C12 (stereo not given)	1	?	-2	0	-6	1.6	-2
O=C(C[C@@H]1C=C[C@H](NC(=O)c2ccccn2)[C@H](CO)O1)NCc1cccc(F)c1	-1	2	-3	-5	nt	2.7	0
C[C@@H]1CN([C@@H](C)CO)C(=O)c2cccc(NC(=O)NC3CCCCC3)c2O[C@@H]1CN(C)C(=O)Nc1ccccc1	0	-7	3	0	-6[16.7 µM]	2.8	6
CS(=O)(=O)c1ccc(Cl)c(C(=O)Nc2ccc3nc(N4CCOCC4)sc3c2)c1	-8	1	2	2	21	-0.4	-2
COc1ccc(S(=O)(=O)n2cnc3cc(C)c(C)cc32)cc1C	0	17	1	4	nt	-3.0	-2

Outcome played no part in choosing rows, and some 4% of all compounds hit somewhere here.
